Mtb FBA inh: inhibits M. tuberculosis FBA enzyme | P9WQA3 | purified M. tuberculosis FBA, fluorescence read-out | inhibition, % at 1 µM | 360,000 tested, 2.3% active | AID 588726; in the data active = inhibition above about 27%;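 also: 0% = vehicle and 100% = reference inhibitor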
Target sequence (P9WQA3 whole entry, looked up): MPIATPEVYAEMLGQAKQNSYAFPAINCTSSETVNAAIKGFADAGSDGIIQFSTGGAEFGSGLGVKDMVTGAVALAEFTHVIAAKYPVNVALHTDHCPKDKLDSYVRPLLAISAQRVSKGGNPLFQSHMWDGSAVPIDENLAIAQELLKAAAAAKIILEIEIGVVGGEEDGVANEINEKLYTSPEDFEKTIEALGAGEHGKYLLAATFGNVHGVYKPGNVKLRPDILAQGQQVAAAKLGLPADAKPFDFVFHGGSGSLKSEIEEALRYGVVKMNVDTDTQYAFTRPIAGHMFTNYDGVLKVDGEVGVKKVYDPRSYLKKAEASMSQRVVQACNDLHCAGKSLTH
MazF activator: MazEF (E. coli) toxin RNase activation; 350,000 tested, 0.32% active; FAM/BHQ RNA-DNA oligo cleavage fluorescence, 5 h; P0AE70; activation, % at 20 µM; AID 504720; in the data active = activation above about 50%
Target sequence (P0AE70 whole entry, looked up): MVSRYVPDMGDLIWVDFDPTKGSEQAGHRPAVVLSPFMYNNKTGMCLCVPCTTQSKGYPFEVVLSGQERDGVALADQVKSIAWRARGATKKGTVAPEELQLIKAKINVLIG
Rv3671c inh: inhibitors of M. tuberculosis serine protease Rv3671c; P9WHR9; inhibition, % at 5.96 µM; 320,000 tested, 0.048% active; AID 2606; in the data active = inhibition above about 38%;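 also: extracellular domain of Rv3671c used as enzyme; 0% = enzyme with DMSO and 100% = no enzyme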
Target sequence (P9WHR9 whole entry, looked up, the tested form may be a part): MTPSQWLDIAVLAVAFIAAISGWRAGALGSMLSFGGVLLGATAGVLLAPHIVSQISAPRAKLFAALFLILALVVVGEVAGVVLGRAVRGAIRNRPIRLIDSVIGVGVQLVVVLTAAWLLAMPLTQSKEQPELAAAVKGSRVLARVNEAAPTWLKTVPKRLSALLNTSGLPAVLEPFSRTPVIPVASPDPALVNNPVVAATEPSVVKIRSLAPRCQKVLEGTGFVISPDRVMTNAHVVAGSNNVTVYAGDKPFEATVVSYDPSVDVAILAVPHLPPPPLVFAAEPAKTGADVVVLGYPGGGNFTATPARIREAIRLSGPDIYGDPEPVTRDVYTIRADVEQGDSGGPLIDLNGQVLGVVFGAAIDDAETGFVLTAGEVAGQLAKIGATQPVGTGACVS
Mtb BioA inh: inhibitors of Mycobacterium tuberculosis BioA enzyme | purified M. tuberculosis BioA enzyme, plate reader | inhibition, % at 9.99 µM | 360,000 tested, 0.096% active; in the data active = inhibition above about 40%; inconclusive = no clear call, values can overlap the other calls
PrPC TRFRET: cell surface PrPC inhibition, primary TR-FRET screen | P04156 | inhibition, % at 13.8 µM | AID 720596 | TR-FRET read-out | 370,000 tested, 0.43% active; in the data active = inhibition above about 24%; also: 0% = median of the test wells and 100% = reference compound wells
GDH-TPI counter: GDH-TPI coupled enzyme inhibition counter-screen; GDH-TPI coupled enzyme counterscreen, NADH absorbance; inhibition, % at 4.8 µM; 360,000 tested, 1.2% active; AID 588335; in the data active = inhibition above about 30%;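 also: 0% = DMSO wells and 100% = wells lacking the enzyme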
FadD28 binding: blocks FadD28 binding to the bisubstrate probe | fluorescence polarization | inhibition, % at 12.5 µM | 360,000 tested, 0.22% active; in the data active = inhibition above about 8.5%, passing the limit was not always enough; inconclusive = no clear call, values can overlap the other calls
UGM FP inh: inhibitors of M. tuberculosis UDP-galactopyranose mutase | P9WIQ1 | purified UGM, fluorescence polarization probe displacement | inhibition, % at 10 µM | 320,000 tested, 0.06% active | AID 504406; in the data active = inhibition above about 10%, passing the limit was not always enough; inconclusive = no clear call, values can overlap the other calls
BoNT F protease: BoNT F light chain protease inhibition; Multiplex microsphere protease cleavage assay, flow cytometry; inhibition, % at 10 µM; 360,000 tested, 0.22% active; in the data active = inhibition above about 35%, passing the limit was not always enough; inconclusive = no clear call, values can overlap the other calls; also: plate controls were buffer without enzyme for full effect and enzyme alone for no effect
Active calls of the source: *; u = inconclusive; x = not tested or not shown; + = active, no number. Random draw from the library, and some 4.8% of all compounds hit somewhere here.

smiles	Mtb FBA inh	MazF activator	Rv3671c inh	Mtb BioA inh	PrPC TRFRET	GDH-TPI counter	FadD28 binding	UGM FP inh	BoNT F protease
Cc1c(Br)c([N+](=O)[O-])nn1CC(=O)Nc1ccccn1	2.2	4.9	2.4	-0.4	-5.1	7.6	-0.3	1.5	4.1
CC[C@]1(c2ccccc2)C(=O)N(C(=O)OC)N1C(=O)OC	5.0	5.2	-3.6	-0.6	7.0	13.0	-1.7	-2.9	-5.1
O=P1(Nn2cnnc2)C=C(c2ccccc2)OC(c2ccccc2)=C1	2.2	2.8	4.1	-1.7	0.2	4.5	-0.4	-2.3	-9.5
Cc1ccc(S(=O)(=O)C2(C(=O)NC3CCCCC3C)CC2)cc1 (stereo unspecified)	1.7	13.6	6.5	0.0	6.0	-13.8	0.8	-0.2	4.9
Cc1cc(=O)oc2c3c(cc(OCC(=O)N4CCC(C(=O)O)CC4)c12)OC(C)(C)CC3	+	4.3	5.1	0.3	-1.5	21.5	1.0	-3.1	-5.5
COc1ccc(NC(=O)c2ccc(S(=O)(=O)N(C)c3ccccc3)cc2)cc1S(=O)(=O)N1CCOCC1	-2.4	5.7	x	-0.9	-2.2	7.1	-3.6	x	1.0
CSc1nnc(NC(=O)c2cccc(S(=O)(=O)N3CCOCC3)c2)s1	0.9	-0.6	4.0	-1.4	-1.6	22.3	x	-0.9	-6.9
CC(=O)Nc1ccc(N2S(=O)(=O)c3ccccc3S2(=O)=O)cc1	-1.5	-0.1	-6.1	-1.4	1.7	-0.7	-5.2	1.3	1.2
COc1ccc(CN2CCN(c3ccccc3OC)CC2)c(OC)c1	-0.5	5.2	5.0	1.4	1.1	-18.6	-3.0	-2.1	-7.9
O=C(NCC1CCCO1)c1ccccc1-c1nc(-c2ccccc2)no1 (stereo unspecified)	1.6	-0.7	-3.0	-0.3	-0.3	7.5	-1.1	1.5	5.5

Gathered by group, the compounds so far with a carbonyl joined to an NH by a bond outside any ring.
smiles	Mtb FBA inh	MazF activator	Rv3671c inh	Mtb BioA inh	PrPC TRFRET	GDH-TPI counter	FadD28 binding	UGM FP inh	BoNT F protease
Cc1c(Br)c([N+](=O)[O-])nn1CC(=O)Nc1ccccn1	2.2	4.9	2.4	-0.4	-5.1	7.6	-0.3	1.5	4.1
Cc1ccc(S(=O)(=O)C2(C(=O)NC3CCCCC3C)CC2)cc1 (stereo unspecified)	1.7	13.6	6.5	0.0	6.0	-13.8	0.8	-0.2	4.9
COc1ccc(NC(=O)c2ccc(S(=O)(=O)N(C)c3ccccc3)cc2)cc1S(=O)(=O)N1CCOCC1	-2.4	5.7	x	-0.9	-2.2	7.1	-3.6	x	1.0
CSc1nnc(NC(=O)c2cccc(S(=O)(=O)N3CCOCC3)c2)s1	0.9	-0.6	4.0	-1.4	-1.6	22.3	x	-0.9	-6.9
CC(=O)Nc1ccc(N2S(=O)(=O)c3ccccc3S2(=O)=O)cc1	-1.5	-0.1	-6.1	-1.4	1.7	-0.7	-5.2	1.3	1.2
O=C(NCC1CCCO1)c1ccccc1-c1nc(-c2ccccc2)no1 (stereo unspecified)	1.6	-0.7	-3.0	-0.3	-0.3	7.5	-1.1	1.5	5.5

Following part:
smiles	Mtb FBA inh	MazF activator	Rv3671c inh	Mtb BioA inh	PrPC TRFRET	GDH-TPI counter	FadD28 binding	UGM FP inh	BoNT F protease
N#Cc1ccc(C(=O)OCC(=O)NC(=O)NC2CCCCC2)cc1	-0.3	1.4	-6.3	-0.2	1.5	-1.0	-1.6	x	5.5
CCOC(=O)N1CCN(C(=O)c2cccc(S(=O)(=O)Nc3ccc(OC)cc3)c2)CC1	-2.1	-1.4	5.3	x	3.3	8.8	0.0	1.5	3.7
COC(=O)c1c(-c2ccccc2)csc1N1C(=O)Nc2ccccc2N1O	1.9	-6.6	-11.2	-0.2	-0.5	13.2	-2.3	0.2	-0.4
CC1Cc2nc(SCC(=O)Nc3ccccc3F)n(C)c(=O)c2S1 (stereo unspecified)	1.6	1.5	-3.3	10.6	-9.7	12.7	-3.0	1.2	-1.0
Cc1ccc(-c2c[n+](CC(=O)c3cccs3)c3n2CCC3)cc1	0.6	13.3	5.5	x	-3.5	7.3	-0.6	2.8	-11.1
CN1/C(=C/C(=O)C2CC2)C(C)(C)c2ccccc21	6.0	-14.9	-5.8	x	8.6	24.4	0.4	-1.4	7.1
Oc1ccc(/C=N/Nc2nc(-c3cccnc3)nc3ccccc23)c(O)c1	-0.9	2.7	11.8	-1.7	-5.9	16.6	-1.2	2.0	-56.4
COc1ccc(-c2ccc(C(=O)NCc3ccncc3)c3occc23)c(C)c1	110.6*	x	x	4.1	23.2	-8.0	-21.9	x	-0.2
CCOC(=O)c1c(NC(=O)c2nn(CC)cc2Br)c(C#N)nn1-c1ccccc1	0.7	-5.4	-0.5	-2.2	0.9	-5.5	-8.3	-0.7	-5.1
COc1ccc(/C=C/C(=O)OCC(=O)Nc2ncc(Cl)cc2Cl)cc1	0.0	-7.3	5.1	-3.9	1.3	1.8	-2.6	0.1	-2.3
O=C(Nc1ccccc1C(=O)O)c1cccc(NC(=O)c2ccco2)c1	1.0	4.7	-7.5	0.5	5.1	0.7	-10.7	3.2	u
O=C(C(=Cc1ccccc1)CN1CCCCC1)c1ccccc1	-0.8	8.6	x	x	4.3	3.2	-3.1	x	-5.3
CC(C)N1C/C(=C/c2cccnc2)C(=O)/C(=C/c2cccnc2)C1	0.1	11.8	x	-0.6	7.4	7.0	-3.2	x	-5.5
CCN(CC(=O)Nc1ccccc1OC)Cc1csc(CC(=O)Nc2ccc(C)cc2)n1	7.9	-1.4	-5.2	x	7.3	-1.8	-2.6	1.6	-4.7
COCCOC(=O)C1=C(C)N=C2SCCC(=O)N2C1c1ccc(OC(=O)c2ccco2)cc1 (stereo unspecified)	-0.3	0.5	-4.0	0.3	-1.6	11.0	-1.0	-3.5	1.7
COc1ccc(-c2cnc(N)nc2-c2ccc(OC)cc2O)cc1	-1.1	14.7	-3.6	1.9	-11.5	13.4	-4.2	1.0	-10.2
CNS(=O)(=O)c1cn(CC(=O)NCc2ccc(N(C)C)cc2)cc1S(=O)(=O)NC	0.7	5.5	-5.3	-1.0	5.2	5.6	0.1	-0.5	4.7
CCn1ccnc1CNCc1ccc(OCC(O)CN(C)Cc2ccccc2)cc1 (stereo unspecified)	-2.5	5.3	-0.2	x	-9.1	8.8	-0.5	0.5	-6.3
COc1cccc(C2C(C#N)=C(N)Oc3cc(C)oc(=O)c32)c1OC (stereo unspecified)	-0.2	-7.5	-7.8	-3.7	-1.1	12.2	1.1	0.8	-4.4
Cc1occc1-c1nnc(SCC(=O)Nc2ccccc2)n1Cc1ccccc1	-0.3	-4.2	-1.0	1.7	-1.2	5.0	-8.5	1.5	3.3
CC(C)(C)NCC(O)COc1ccccc1C1CCCC1 (stereo unspecified)	0.3	14.8	1.2	-0.9	18.9	6.7	-2.1	-0.8	-8.8
O=C(Nc1ccc2c(c1)nc1n2CCN(Cc2ccccc2)C1)c1cccs1	2.2	-0.9	-6.4	7.4	-0.4	11.9	-10.0	0.4	-46.6
Cc1ccc(NC2CCCN(C(=O)C3CCCC3)C2)cc1C (stereo unspecified)	-0.6	2.2	6.5	0.9	3.3	1.1	0.1	1.0	-3.1
CCCCC(=O)NC(=S)Nc1ccc(NC(=O)C(C)C)c(OC)c1	-0.3	3.4	-1.7	4.1	7.6	1.9	-3.2	2.4	-4.8
CCc1cc2ccccc2nc1SCC(=O)NC1CCCC1	1.8	5.3	5.6	-1.3	3.4	5.0	x	0.5	-4.1
COC(=O)C1=C(C)N(Cc2ccccc2)C(=NCC(C)C)N[C@H]1c1cccc(F)c1	7.7	23.3	0.8	-2.6	-16.1	11.2	-3.0	-2.2	-9.5
CCC(CO)Oc1cc(NCc2ccccc2F)c2ncn(C(C)C)c2c1 (stereo unspecified)	-1.9	2.8	-0.1	0.0	-5.5	-6.5	-0.7	0.9	2.6
CC(OC(=O)CNC(=O)c1ccc2ccccc2c1)C(=O)N(C)C1CCCCC1 (stereo unspecified)	4.7	-7.7	0.6	x	-4.5	5.7	-1.7	2.0	15.0
COc1ccc(N2CCN(C(=O)CSc3ccccc3N)CC2)cc1	3.3	1.9	-11.1	-0.2	-3.9	2.8	-0.4	-2.2	-16.6
Cc1ccc2nc(C3CCCCC3)c(CC(C)(C)C)n2c1	0.8	x	x	-2.9	4.0	x	-2.7	x	-10.1
Cc1cc(=O)oc2c(CN3CCCC3)c(O)c(Cl)cc12	+	-2.6	1.2	-2.2	-4.7	5.6	0.0	1.8	9.5
CN(Cc1ccc(Cl)c(Cl)c1)C(=O)CN1C(=O)NC2(CCCC2)C1=O	-1.6	5.3	0.8	1.0	3.3	6.6	-3.9	-3.2	2.1
CC(=O)CN1C(=O)NC2(CCCc3ccccc32)C1=O (stereo unspecified)	3.5	-2.8	2.1	0.3	-3.0	-2.1	-16.3	0.6	-15.0
OC1(c2ccccc2)CN(c2ccccc2)C2=[N+]1CCS2 (stereo unspecified)	-0.2	6.5	-8.0	x	6.2	1.9	-1.4	-0.2	-6.2
CC1Cc2nc(SCC(=O)Nc3nccs3)n(C)c(=O)c2S1 (stereo unspecified)	1.5	-6.5	1.7	0.2	2.0	13.2	-2.5	1.6	-6.7
COc1ccc(N/C=C2/Sc3ccccc3NC2=O)cc1	-0.4	5.9	4.3	-2.0	3.5	3.9	-2.0	-0.8	0.7
CC(=O)OCC1OC(n2c(-c3ccc(Cl)cc3)ccc(C#N)c2=S)C(OC(C)=O)C(OC(C)=O)C1OC(C)=O (stereo unspecified)	-2.2	-31.1	x	x	0.1	9.5	-5.0	x	-2.3
CC12CCC(c3c(C(=O)O)nn(-c4ccc(F)cc4)c31)C2(C)C (stereo unspecified)	1.8	6.2	-5.0	-1.7	4.2	9.1	-1.4	3.8	-12.6
O=C(NNC(=O)c1cc(Cl)ccc1O)c1cccs1	-0.8	5.0	6.7	-1.3	5.5	10.5	-1.1	-3.2	-9.7
Cc1ccc(S(=O)(=O)N2CCOCC2)cc1C(=O)c1nccn1C	-4.4	1.4	-2.8	x	1.1	-1.3	-0.6	0.9	2.6

Shown as labelled records: entries from further up.
OC1(c2ccccc2)CN(c2ccccc2)C2=[N+]1CCS2 (stereo unspecified)
  Mtb FBA inh: -0.2
  MazF activator: 6.5
  Rv3671c inh: -8.0
  Mtb BioA inh: x
  PrPC TRFRET: 6.2
  GDH-TPI counter: 1.9
  FadD28 binding: -1.4
  UGM FP inh: -0.2
  BoNT F protease: -6.2

COc1ccc(N/C=C2/Sc3ccccc3NC2=O)cc1
  Mtb FBA inh: -0.4
  MazF activator: 5.9
  Rv3671c inh: 4.3
  Mtb BioA inh: -2.0
  PrPC TRFRET: 3.5
  GDH-TPI counter: 3.9
  FadD28 binding: -2.0
  UGM FP inh: -0.8
  BoNT F protease: 0.7

Further results follow.
smiles	Mtb FBA inh	MazF activator	Rv3671c inh	Mtb BioA inh	PrPC TRFRET	GDH-TPI counter	FadD28 binding	UGM FP inh	BoNT F protease
Cc1ccc(NCc2nnc(SCC(=O)N3CCCc4ccccc43)o2)c(C)c1	-0.4	-0.4	3.2	5.8	4.2	12.8	-0.5	-1.1	1.2
COC(=O)c1nn(-c2ccc3c(c2)OCO3)cc1O	26.3	-9.6	-1.8	x	10.2	0.3	-0.8	-1.0	-9.3
O=C(CCCCCNc1nc(=S)[nH]c2ccccc12)NCCC1=CCCCC1	1.4	-7.0	5.4	-0.7	4.3	6.2	-4.8	-0.8	-3.8
O=C(Nc1cccc(-c2cccc(Cl)c2)c1)C1CCN(CC2CCOC2)CC1 (stereo unspecified)	-1.1	1.1	1.7	2.1	-4.3	1.3	-15.1	-0.4	-3.0
COC(=O)/C(=C\Nc1ccccc1)NC(=O)c1ccc(Cl)cc1Cl	-3.5	-7.8	-0.4	-1.2	2.3	15.1	-1.6	2.5	-5.5
N#Cc1ccccc1Sc1ccccc1C(=O)NCC(c1ccco1)N1CCCC1 (stereo unspecified)	7.2	-4.4	10.2	x	3.5	14.8	-0.9	-1.7	9.1

Compound activity from PubChem BioAssay.
